PfHsp90 yeast 2 – inhibits growth of yeast expressing Plasmodium falciparum Hsp90 | S. cerevisiae expressing PfHsp90, BacTiter-Glo ATP, 48 h; yeast lacking PDR1 and PDR3 efflux regulators | AID 504621 | inhibition, % at 9.4 µM | actives 0.32% (n = 310,000);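 active = every replicate shows inhibition above about 80%, whatever the replicate mean, limit read from the data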;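 note: 0% = DMSO neutral controls and 100% = 20 µM radicicol positive controls; yeast relying on Plasmodium falciparum Hsp90 in place of its own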
Keap1-Nrf2 PPI – Keap1-Nrf2 (human) interaction inhibition; Q14145; Keap1 Kelch-Nrf2 peptide fluorescence polarization, 1536-well; actives 0.15% (n = 340,000); inhibition, % at 9.4 µM; in the data active = inhibition above about 12%;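 note: human Keap1 Kelch domain with fluorescein labeled Nrf2 9mer peptide probe; 0% = neutral control wells and 100% = peptide positive control; higher means more block of Keap1 binding to Nrf2 peptide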
PvdQ acylase – blocks Pseudomonas aeruginosa PvdQ acylase activity. purified PvdQ acylase, fluorescence plate reader. inhibition, % at 10 µM. actives 0.063% (n = 340,000). AID 488965; in the data active = inhibition above about 30%, passing the limit was not always enough;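 note: 0% = vehicle neutral wells and 100% = reference inhibitor wells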
Cardiac RTF inh – cardiac RTF calcium desensitization; P19429+P45379; IANBD-labeled cardiac RTF, Ca2+ fluorescence; inhibition, % at 7.15 µM; actives 0.12% (n = 340,000); AID 493244;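 active = inhibition above the mean inhibition of all tested compounds plus 3 SD, cut at about 17% in these data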;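 note: assay run at fixed EC70 calcium of 1.6 mM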
NSD2 HMT inh – inhibitors of human histone methyltransferase NSD2 | O96028 | NSD2 peptide methylation, AlphaScreen, 120 min | inhibition, % at 12.5 µM | actives 0.54% (n = 310,000); in the data active = inhibition above about 50%
SUMO Mot1 rescue – SUMOylation pathway inhibition by Mot1-301 growth rescue; S. cerevisiae Mot1-301 growth rescue, ATP luminescence, 38.5C; percent above DMSO median, 100 means doubled; actives 1% (n = 320,000); growth rescue, % at 18.8 µM; AID 2716;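 active = every valid replicate shows activation above 250% relative to neutral control wells; inactive = the rest, any valid replicate at or below 250%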;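 note: OY570 slx delta 5 strain wells were the positive control but not used for scaling; some compounds called inactive have numbers as strong as hits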
cardiac RTF act – increases calcium sensitivity of human cardiac regulated thin filaments | actives 0.24% (n = 340,000) | activation, % at 7.2 µM | P19429+P45379 | AID 493008 | IANBD-labeled TnC RTF fluorescence at EC20 calcium; 0% EC20 calcium, 100% full calcium;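 active = activation above the mean over all tested compounds plus 3 SD, cut at about 30% in these data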;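 note: rise in fluorescence read as greater calcium sensitivity of cardiac thin filaments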
CDK5 inh – blocks human CDK5/p35 kinase activity. Q00535+Q15078. Recombinant CDK5/p35, ADP-Glo luminescence, 60 min. inhibition, % at 10 µM. actives 0.01% (n = 330,000). AID 488839;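 active = highest replicate inhibition of at least 50% and at least 75% of replicates reaching 50%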;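 note: plate controls were DMSO neutral control for no effect and GW8510 at 10 µM for full effect; many of its hits are not listed in these tables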
Target sequence (Q00535 whole entry, looked up): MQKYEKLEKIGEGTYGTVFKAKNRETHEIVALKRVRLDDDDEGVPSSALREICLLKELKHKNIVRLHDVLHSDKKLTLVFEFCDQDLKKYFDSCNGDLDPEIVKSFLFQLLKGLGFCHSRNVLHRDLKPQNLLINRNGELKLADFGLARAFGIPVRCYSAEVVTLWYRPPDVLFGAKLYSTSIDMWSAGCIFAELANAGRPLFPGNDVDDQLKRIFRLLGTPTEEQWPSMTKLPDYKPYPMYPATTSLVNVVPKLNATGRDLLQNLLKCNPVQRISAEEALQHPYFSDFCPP
Target sequence (Q15078 whole entry, looked up): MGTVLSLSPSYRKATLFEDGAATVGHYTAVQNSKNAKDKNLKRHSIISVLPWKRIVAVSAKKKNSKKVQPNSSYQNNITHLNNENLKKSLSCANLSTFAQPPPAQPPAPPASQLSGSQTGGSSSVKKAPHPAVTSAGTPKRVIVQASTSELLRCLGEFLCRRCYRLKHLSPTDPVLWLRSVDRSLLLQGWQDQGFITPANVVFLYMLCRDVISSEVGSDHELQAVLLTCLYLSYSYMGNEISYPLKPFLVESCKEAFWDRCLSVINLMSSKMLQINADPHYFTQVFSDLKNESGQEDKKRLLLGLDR
Rtt109 HAT inh – C. albicans Rtt109 histone acetyltransferase inhibition; Q5AAJ8; purified Rtt109/Vps75, ThioGlo CoA-SH fluorescence, 4 h; inhibition, % at 34.9 µM; actives 0.16% (n = 330,000);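 active = inhibition of at least 50% in every replicate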
Target sequence (Q5AAJ8 whole entry, looked up): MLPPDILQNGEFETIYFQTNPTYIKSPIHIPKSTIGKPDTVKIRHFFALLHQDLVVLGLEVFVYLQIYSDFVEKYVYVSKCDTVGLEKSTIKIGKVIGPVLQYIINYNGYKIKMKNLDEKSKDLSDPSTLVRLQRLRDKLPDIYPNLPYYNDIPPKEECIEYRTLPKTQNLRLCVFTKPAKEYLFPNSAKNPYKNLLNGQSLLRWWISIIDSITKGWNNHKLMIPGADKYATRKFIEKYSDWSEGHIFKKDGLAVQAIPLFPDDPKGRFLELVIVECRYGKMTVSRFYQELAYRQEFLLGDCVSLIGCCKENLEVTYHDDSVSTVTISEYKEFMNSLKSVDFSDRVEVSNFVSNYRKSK
dFosB act – mouse delta FosB homodimer activation; P13346; purified delta FosB, TAMRA-CDK5 oligo fluorescence polarization; percent of positive-control signal above neutral wells; activation, % at 25 µM; actives 0.99% (n = 340,000); AID 493131;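 active = mean activation above about 17%, with every replicate also reaching it, limit read from the data, passing the limit was not always enough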;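 note: fluorescence polarization rise as delta FosB binds a TAMRA Cdk5 AP-1 oligo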
C-LANA FP – blocks KSHV LANA C-terminal domain binding to DNA. actives 0.078% (n = 340,000). inhibition, % at 9 µM. MBP-C-LANA/FAM-LBS DNA binding, fluorescence polarization;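 active = highest replicate inhibition at or above 60% at 9 µM, even if other replicates fall short; inactive = all replicates below 60% inhibition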;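 note: 0% = neutral control wells and 100% = 4 µM acridine orange control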
Numbers without * were called inactive; . = not tested or not shown.

molecule	PvdQ acylase	C-LANA FP	Rtt109 HAT inh	cardiac RTF act	Keap1-Nrf2 PPI	CDK5 inh	PfHsp90 yeast 2	Cardiac RTF inh	NSD2 HMT inh	dFosB act	SUMO Mot1 rescue
CCN1C(=O)/C(=C\N(C)C)c2ccccc21	1	1.7	2	-3	1	0.4	.	1	-3	4	-3
CCCC(=O)Nc1nc2ccc(NC(=O)c3ccc(Br)o3)cc2s1	12	-1.2	.	3	2	-0.3	-10	-3	0	-5	-2
Cc1ccc(S(=O)(=O)N(CC(=O)NCCSCc2ccco2)c2cc(C)ccc2C)cc1	-15	-1.8	3	-4	-3	-1.3	7	-13	0	-9	3
CC(=O)OC1CC(C)(C)N(OC(=O)CCCN2C(=O)c3ccccc3C2=O)C(C)(C)C1	-13	0.2	-3	-3	2	3.1	31	-1	-3	-4	-14
Cn1ncc2c(N3CCOCC3)ncnc21	-4	-0.5	.	6	-4	-0.1	-3	2	26	-1	-5
CC(=O)Nc1ccc(S(=O)(=O)N2CCOCC2)cc1	-12	0.6	-16	-3	-2	-2.6	.	1	0	-5	43
C=CCn1c(O)c(N=NC(=O)c2ccc3c(c2)OCO3)c2ccccc21	-9	-0.1	-3	-5	-3	-0.2	-3	6	0	2	3
O=C(C1=C(O)C(=O)N(CCOCCO)C1c1cccs1)c1cccs1 (centres undefined)	-13	-1.6	3	4	-2	-0.8	13	-3	1	-1	9
CCN(CC)S(=O)(=O)c1cc(NS(=O)(=O)c2cccs2)ccc1C	-7	-0.1	-2	0	0	0.7	.	0	-2	1	14
Cc1cc(C)cc(NC(=O)CS(=O)(=O)c2ccccc2)c1	-6	0.9	-2	-3	-3	-2.0	11	-15	-1	-6	368*
CC(=O)Nc1ccc(NC(=O)C(C)OC(=O)c2ccccc2C(=O)c2ccc(Cl)c([N+](=O)[O-])c2)cc1 (centres undefined)	-5	0.7	-2	-1	2	-0.7	-8	-2	-1	10	.
O=C1C2CC=C(Cl)CC2C(=O)N1CCC[n+]1cccc2ccccc21 (centres undefined)	-5	0.9	3	2	0	-1.1	-52	-13	0	-7	-1
O=C(Nc1nnc(-c2ccco2)o1)c1cccc(N2C(=O)CCC2=O)c1	-12	-1.1	-1	6	-2	0.3	18	-7	-1	2	-7
COc1cccc(CN2CC(C(=O)NCCOc3ccccc3F)CCC2=O)c1 (centres undefined)	-14	-1.1	-2	5	-3	.	-31	-5	-4	3	3
COc1ccc(N2CCN(C(=O)CCS(=O)(=O)c3ccc4c(c3)CCN4C(=O)C3CC3)CC2)cc1	-1	10.0	-6	-4	-7	-0.9	1	-4	-1	-7	3
CSc1ccc(COC(=O)CCS(=O)(=O)c2ccc(C)cc2)cc1	-13	0.0	-5	1	-7	-7.5	13	-11	16	-6	-29
CC(=O)c1cccc(NC(=O)COC(=O)C2CCCN2C(=O)c2cccs2)c1 (centres undefined)	1	-1.1	-10	-9	0	-1.4	.	0	1	-5	8
[O-][N+]12CCCCC1CCCC2CO (centres undefined)	-16	-0.1	-6	-1	-1	1.3	-6	-7	.	0	-20
CCOc1ccc(CCNC(=O)COC(=O)COc2ccc(C#N)cc2)cc1OCC	9	1.7	12	-4	1	-1.0	-5	-5	2	-9	4
Cc1ccc(S(=O)(=O)N(c2cccc(C)c2)C2CCS(=O)(=O)C2)cc1 (centres undefined)	-11	-0.1	6	1	-3	-2.6	28	-6	4	-4	-15
O=[N+]([O-])c1cc(S(=O)(=O)N2CCCC2)ccc1N/N=C/c1ccncc1	-1	4.7	-3	5	3	1.6	-1	1	-4	9	2
CC(C)N(C(=O)[C@H]1C[C@H](CC(=O)NCCC2=CCCCC2)C(=O)N2CCc3c([nH]c4cc(CCC(=O)N(C)C)ccc34)[C@]12C)C(C)C	-3	0.1	-1	-7	-1	-4.8	-1	1	.	-12	.
CCC(=O)NCCCc1nc(-c2ccccc2)no1	-9	-0.9	-3	6	0	-0.6	-56	-18	.	-9	12
CC(=O)N1c2ccccc2C2CCCC[C@H]21 (some centres undefined)	3	1.7	1	-4	1	0.2	-6	-7	.	2	0
O=C1CCCC2=C1C(c1ccc(O)c(O)c1)Nc1ccc3ncccc3c12 (centres undefined)	-1	59	2	5	-4	-2.1	-6	2	25	-11	-3
Cc1ccccc1NC1=NC(C)(C)N=C(N)N1	-10	0.7	-4	1	5	-0.9	0	0	-1	6	6
CC1(C)CC(=O)C(C=Nc2ccc(O)cc2)=C(O)C1	0	-0.9	1	-5	-3	-0.3	8	-7	1	-2	99
O=C(/C=C/c1ccccc1)N1CCC(N2CCC(C(=O)N3CCOCC3)CC2)CC1	-8	-2.9	-1	-6	-5	-1.0	7	-3	1	-4	-6
CCOC(=O)c1ccc(N/C(=N\S(=O)(=O)c2ccccc2C)c2ccccc2)cc1	0	-0.4	-2	1	-2	-1.3	-4	6	3	4	.
Cc1ccc(S(=O)(=O)Nc2ccc3c(c2)C(=O)N([C@H](C)CO)C[C@H](C)[C@@H](CN(C)Cc2ccccc2)O3)cc1	-2	1.2	26	-8	3	-1.5	2	-9	.	-9	11
C/C(=N\O)c1cc(Cl)cc(Cl)c1O	-35	0.2	-7	-5	0	0.9	-46	9	-2	4	35
Nn1cnc2c(c1=O)C1(CCCCC1)Cc1ccccc1-2	11	1.0	1	4	-2	-1.3	-20	2	0	-6	2
Cc1cccc(C)c1NC(=O)C(NC(=O)c1ccccn1)c1ccc([N+](=O)[O-])cc1 (centres undefined)	-7	-2.4	7	-4	-2	-0.2	-39	-19	-5	-2	-8
O=C(NC1CCCCCC1)c1c(F)c(F)c(F)c(F)c1F	9	2.8	0	1	-3	-0.7	1	-12	-6	3	12
COc1ccc(-c2nc(CCl)cs2)cc1OC	12	-2.6	1	-6	6	1.0	-1	-18	-2	0	-8
CN(C)c1ccc(-c2nnc(-c3cccnc3)o2)cc1	-2	0.5	10	2	0	1.6	-5	-3	-4	-15	145
CC1CCCCN1S(=O)(=O)c1ccc2[nH]c(=O)cc(C(=O)NCCCN3CCCCCC3)c2c1 (centres undefined)	-7	-1.1	-3	-6	1	.	13	-1	8	1	11
COc1ccc(-c2noc(CSc3nc(N)c(-c4ccccc4)c(=O)[nH]3)n2)cc1	-17	-0.8	2	1	-1	-0.2	1	5	4	62*	1
COc1cc(NC(=O)COC(=O)CCCC2=NS(=O)(=O)c3ccccc3N2)cc(OC)c1	1	-0.8	6	-8	1	-0.2	-5	-9	9	-9	333*
O=C(CN1CCN(c2ccccc2)CC1)Nc1ccncc1	-9	3.0	0	-3	2	0.6	-17	-8	-2	5	44
Nc1ccc(-c2nc3c(Cl)c(N)ccc3[nH]2)cc1	0	-0.4	-3	-5	3	2.8	-3	-1	-2	4	5
COc1cccc(NC(=O)Cc2cn(C)c3ccccc23)c1	2	-0.1	8	-7	-4	0.9	5	-3	2	4	5
Cc1ccc(SCCN2CCC(NC(=O)OCc3ccccc3)CCC2=O)cc1 (centres undefined)	-11	-1.1	-1	-6	3	-0.7	-18	-3	.	-3	-8
O=C(NC1CCCC1)C1CCN(S(=O)(=O)N2CCCCC2)CC1	9	-2.1	0	1	1	-0.7	.	-3	4	1	-15
Cc1cc(F)ccc1S(=O)(=O)Nc1ccccc1C(=O)NCc1ccccn1	-11	1.1	-2	-1	-2	3.8	-12	-7	-3	-1	-15
Cn1c(SCC(=O)NC2CCCCC2)nnc1-c1cccc(N)c1	-23	-2.2	-1	-2	-4	0.1	-13	-12	-3	-2	-2
CN1CCN(c2ccc([N+](=O)[O-])cc2C(=O)c2ccccc2)CC1	-8	-0.9	-13	-2	4	-3.3	5	-21	8	1	-13
Cc1c(Br)cc(C(=O)N2CCCCCC2)c(C)c1C	-8	0.8	5	-6	-1	-3.9	17	-1	1	1	15
Cc1ccnc(NC(=O)c2cccc(S(=O)(=O)N3CCN(c4ccc(F)cc4)CC3)c2)c1	6	0.4	15	-12	-3	0.7	.	4	-1	9	181
CCOC(=O)C1CCN(C(=O)c2[nH]c3ccc(OC)cc3c2C)CC1	-11	-0.9	.	1	0	-0.1	12	-4	0	-4	-12
CCN1CCc2c(C#N)c(N3CCOCC3)nc(NCc3ccccc3)c2C1	-9	-2.1	-17	-4	5	0.0	-1	-9	4	-7	.
CCCCCCCSc1ncnc2[nH]ncc12	5	-0.9	2	-6	3	0.5	-10	-5	2	-1	.
CC(=O)c1ccc(N(CC(=O)NC2CCCC2)C(=O)CNC(=O)c2ccco2)cc1	-8	-0.2	6	0	-2	0.8	-38	-9	4	-5	8
Cc1[nH]c2ccc(C(=O)N3CCN(c4ccc(F)cc4)CC3)cc2c1C	1	0.6	10	-9	-1	0.6	-13	-5	17	-8	3
CCOc1ccc(C2/C(=C(\O)c3ccc4c(c3)OCCO4)C(=O)C(=O)N2CCCn2ccnc2)cc1OC (centres undefined)	-10	-0.9	1	-3	1	2.4	2	7	-6	4	-42
CC1=C(C(=O)OCC(Br)(Br)Br)C(c2cccc([N+](=O)[O-])c2)NC(=O)N1CCCC(=O)O (centres undefined)	-1	0.8	5	-7	-3	1.7	-1	-4	.	0	-7
CC(=O)NC(NC(=S)Nc1ccccc1Br)C(Cl)(Cl)Cl (centres undefined)	-22	0.2	-4	1	-2	0.2	11	0	-9	1	-15
COc1ccc(CN2C(=O)c3ccc(C(=O)O)cc3C2=O)cc1	-4	1.4	8	-5	-2	1.2	18	-7	-3	-1	116
COc1ccc(CN2CCNC(=O)C2CC(=O)N(C)Cc2ccno2)c(F)c1 (centres undefined)	1	1.1	-7	-5	0	0.4	3	-2	4	0	250
COc1ccc(CN2C(=O)C(CC(C)C)Nc3ncnc(N4CCOCC4)c32)cc1 (centres undefined)	-9	-1.7	1	5	2	2.1	5	-21	.	-12	-4

(cont.)
molecule	PvdQ acylase	C-LANA FP	Rtt109 HAT inh	cardiac RTF act	Keap1-Nrf2 PPI	CDK5 inh	PfHsp90 yeast 2	Cardiac RTF inh	NSD2 HMT inh	dFosB act	SUMO Mot1 rescue
C/C(=N\NC(=O)c1ccncc1)c1cc2ccccc2oc1=O	-1	-1.1	-5	3	-6	-1.5	-24	-20	4	-3	-15
CCOC(=O)N/N=C(\C)c1ccccc1OC(F)F	-15	-1.5	-3	-6	-5	0.9	-15	-2	-1	1	.
S=c1[nH]nc(-c2cccc(Cl)c2)n1CCN1CCCCC1	2	0.1	0	6	-4	-6.7	-23	-11	4	1	-8
O=C(NCCCN1CCCC1=O)c1ccc(Cl)c(NS(=O)(=O)c2ccc(F)cc2)c1	11	-2.2	-1	-2	-6	-2.0	5	-17	-2	-2	-6

Source: PubChem BioAssay
